Source: PubChem BioAssay
HIV fusion peptide: cell-free HIV fusion peptide-binding blockers – biochemical, uHTS, fluorescence dequenching, primary screen (AID 1986); inhibition, % at 20 µM; hits with a dose series show IC50 in µM; 290,000 compounds, 0.3% hits; cell-free peptide binding, fluorescence dequenching, 30 min; higher % means a stronger effect; in the data active = inhibition mostly above about 52%, no sharp cut-off; inactive = mostly below about 76%; also: some results filed as inactive read as strong as hits
LYP inhibition: PTPN22 lymphoid phosphatase activity blockers – biochemical, fluorescence intensity, uHTS (AID 1779); recombinant LYP phosphatase, fluorescence intensity; higher % means a stronger effect; one-dose inhibition, % at 11.5 µM; IC50 in µM for titrated hits; 290,000 compounds, 0.054% hits; in the data active = inhibition above about 50%;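 also: plate controls were vehicle with enzyme for no effect and no enzyme for full effect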
SIAH1 antagonists: Siah-1 peptide-binding antagonists, primary screen, biochemical, fluorescence polarization, rhodamine-plectin, uHTS (AID 1817). Siah-1 / rhodamine-plectin peptide fluorescence polarization; higher % means a stronger effect. displacement, % at 20 µM, or IC50 in µM where a hit was titrated. 290,000 compounds, 0.02% hits;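 active = displacement of at least 50% at 20 µM, with a fluorescence ratio check between 0.3 and a set limit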;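 also: plate controls were Siah plus tracer with DMSO for no effect and tracer alone without Siah for full effect; strong numbers were not always called active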
Large T inhibition: SV40 large T antigen inhibitors, biochemical (AID 1903); SV40 large T antigen ATPase/helicase inhibition assay; higher % means a stronger effect; one-dose inhibition, % at 20 µM; IC50 in µM for titrated hits; 310,000 compounds, 0.39% hits; in the data active = a potency from the dose series; inconclusive = inhibition mostly from about 32% at the one dose, without a potency; inactive = the rest, 99 in 100 with inhibition below about 32%; also: strong numbers were not always called active
AID2073: inhibitors of Mint1-CaV2.2 protein interaction, biochemical, HTRF (AID 2073) | 290,000 compounds, 0.19% hits | one-dose inhibition, % at 20 µM; IC50 in µM for titrated hits | HTRF protein-protein interaction, Mint1-CaV2.2; higher % means a stronger effect; in the data active = inhibition mostly above about 51%, no sharp cut-off; inconclusive = no clear call, values can overlap the other calls; inactive = mostly below about 53%; also: some results filed as inactive read as strong as hits
Dengue-2 NS5 capping: Dengue-2 NS5 methyltransferase inhibitors, primary screen, biochemical, confirmation dose response (AID 588689). Dengue-2 NS5 methyltransferase capping enzyme assay, biochemical; higher % means a stronger effect. 340,000 compounds, 0.3% hits. inhibition, % at 25 µM, or IC50 in µM where a hit was titrated; in the data active = a potency from the dose series; inconclusive = inhibition above about 29% without an active follow-up result
XIAP displacement: small molecules displacing peptide from XIAP – biochemical, IAP family, fluorescence polarization (AID 1018). displacement, % at 20 µM, or IC50 in µM where a hit was titrated. XIAP BIR domain, fluorescence polarization peptide displacement; higher % means a stronger effect. 200,000 compounds, 0.007% hits; in the data active = displacement above about 50%; also: a part of the inactive calls stands beside numbers as strong as those of hits
MgcRacGAP inhibition: MgcRacGAP GTPase-activating activity inhibitors, confirmation, biochemical, ADP Hunter fluorescence | inhibition, % at 30 µM, or IC50 in µM where a hit was titrated | 340,000 compounds, 0.6% hits | AID 624330 | MgcRacGAP-stimulated Rac1 GTP hydrolysis, ADP Hunter fluorescence; higher % means a stronger effect; GST-tagged Rac1 F28L mutant substrate;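 active = first-screen hits whose inhibition reached a set limit at any dose in the follow-up dose series; inconclusive = inhibition above the set first-screen limit but never retested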;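 also: fluorescence reports GDP produced by GAP-driven GTP hydrolysis; strong numbers were not always called active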
RSV CPE inhibition: inhibition of RSV-induced cytopathic effect – HEp-2 cells, primary 10 µM value included (AID 2391); HEp-2 cells, RSV-induced CPE inhibition; higher % means a stronger effect; CPE inhibition, % at 10 µM, or IC50 in µM where a hit was titrated; 310,000 compounds, 0.13% hits; in the data active = a potency from the dose series; inconclusive = CPE inhibition mostly from about 23% at the one dose, without a potency; inactive = the rest, 99 in 100 with CPE inhibition below about 21%; also: strong numbers were not always called active
Dengue-2 NS5 capping pilot replicate: also measured in Dengue-2 NS5 capping; calls as there; inhibition, %; measured here: pilot screen replicate inhibition
* hit, by the source's call; ? = inconclusive; . = no result given.

SMILES | HIV fusion peptide | LYP inhibition | SIAH1 antagonists | Large T inhibition | AID2073 | Dengue-2 NS5 capping | XIAP displacement | MgcRacGAP inhibition | RSV CPE inhibition | others
CC1CCCC(C)N1C(=O)CNCc1ccc2c(c1)OCO2 (configuration not stated) | -0.9% | 2% | 6% | 10% | 0% | 1% | . | 21% | 1.9%
CC(=O)c1ccc(NC(=O)c2onc(C)c2Cl)cc1 | -2.2% | -5% | 3% | 10% | 8% | -4% | . | -6% | 1.1%
CCSc1nnc(NC(=O)c2cc(C)on2)s1 | -1.3% | -1% | 1% | 5% | -4% | -1% | -3.8% | -9% | -0.5%
C=CCOc1ccc(CN(C)CC(O)COc2ccc(CCC(C)=O)cc2)cc1 (configuration not stated) | -1.8% | -9% | 1% | 0% | -3% | 2% | . | 19% | -1.1%
Cc1c(NC(=O)c2ccc3c(c2)OCO3)cccc1-c1nc2ccccc2s1 | -0.2% | -2% | 1% | 0% | 4% | 1% | -4.8% | 3% | 0.5%
O=C(/C=C/c1ccc([N+](=O)[O-])cc1)OCc1cnc(-c2ccccc2)o1 | -1.6% | 0% | 11% | 21% | 4% | 0% | -3.8% | 5% | 1.3%
NNC(=O)Cc1csc(-c2ccccc2)n1 | -1.1% | -8% | -4% | 6% | -11% | -1% | . | 8% | 1.9%
CC(C)(C)c1nnc(NC(=O)COc2ccc3c(c2)OCO3)s1 | . | . | . | 9% | . | 0% | . | -1% | 1.5%
S=C(NCc1ccc2[nH]c3c(c2c1)CCCC3)Nc1ccccc1Cl | 2.1% | 9% | -6% | 5% | -2% | -1% | -1.2% | 10% | 9.5%
NC(=O)CSc1nnc(NC(=O)C2CC(=O)N(c3ccc(F)cc3)C2)s1 (configuration not stated) | 12% | -6% | -4% | 4% | 7% | 8% | . | 8% | 0.0%
CCCCn1c(SCc2ccc(Cl)cc2)nc2c1c(=O)[nH]c(=O)n2C | 8.7% | 0% | -3% | 0% | 3% | -5% | -6.3% | 12% | 2.8%
COc1cc(-c2noc(C)c2C(=O)NCCO)cc(OC)c1OC | 0.1% | -11% | 1% | 6% | -5% | -9% | . | 1% | 0.7%
CC(C)CCOc1ccc(Cl)cc1CN1CCOCC1 | -2.8% | -7% | 5% | 12% | -5% | 5% | -4.1% | 0% | 0.8%
CSC(=S)N(C)C1CCS(=O)(=O)C1 (configuration not stated) | -1.0% | -5% | -8% | 13% | 30% | -1% | -6.2% | 9% | 0.7%
CCC(C)n1c(-c2ccco2)nc2nc3ccccc3nc21 (configuration not stated) | 25% | -13% | 2% | 4% | 9% | . | -4.3% | . | 0.8%
CCOC(=O)COc1ccccc1-c1ccno1 | -1.6% | -2% | -2% | 4% | -4% | -7% | -0.5% | 5% | 0.2% | Dengue-2 NS5 capping pilot replicate=1.4
CCC1CCCCN1S(=O)(=O)c1ccc(NC(=O)C2CCCO2)cc1 (configuration not stated) | -0.3% | 2% | 2% | 12% | 13% | -3% | . | 7% | 3.3%
COc1cccc(-c2nc(CS(=O)(=O)CC(=O)Nc3cc(F)ccc3F)c(C)o2)c1 | -0.7% | -3% | -1% | -6% | 10% | -5% | . | -13% | 2.1%
COc1ccc(OCC(=O)Nc2ccccc2-c2ccccc2)cc1 | 0.2% | -2% | 6% | -1% | 8% | 6% | -1.5% | 6% | -0.1%
CC(C)COc1ccc(C(=O)N/C(=C\c2cccc([N+](=O)[O-])c2)C(=O)O)cc1 | 4.8% | 0% | 14% | 13% | 6% | 6% | . | 13% | 0.2%
COc1cc(/C=N/NC(=O)CCNC(=O)c2ccccc2Cl)ccc1O | -3.5% | -6% | -1% | 33% | -7% | 0% | -10% | 29µM* | -0.3%
COc1cccc(OC)c1CC1SC(=O)NC1=O (configuration not stated) | -0.3% | -3% | 1% | 11% | -14% | -2% | -9.9% | 5% | 52%
O=C(CSc1nnc(C2CC2)n1-c1ccccc1)NCCc1ccc(F)cc1 | 1.0% | 0% | -1% | 1% | 1% | -6% | -12% | -6% | 0.9%
OCC[C@H]1C[C@@H](O)[C@H](O)[C@]2(CCCCO2)O1 | -1.3% | -4% | -1% | 6% | 2% | 2% | . | 9% | 0.6%
Cn1ccnc1SCC(=O)N1CCc2ccccc21 | -0.3% | -10% | 1% | 2% | 9% | -6% | . | 6% | 0.4%
SMILES | HIV fusion peptide | LYP inhibition | SIAH1 antagonists | Large T inhibition | AID2073 | Dengue-2 NS5 capping | XIAP displacement | MgcRacGAP inhibition | RSV CPE inhibition | others
Cc1ccc(CNC(=O)COC(=O)CSc2cc(C)c(Br)cc2C)cc1 | 0.3% | 3% | 2% | -1% | 9% | 1% | -0.8% | 6% | 3.1%
CCOC(=O)c1ccc(N2CCN(C(=O)c3ccccc3)CC2)c(NC(=O)c2ccco2)c1 | 1.8% | -4% | 3% | 10% | -7% | -8% | . | -7% | 0.1%
CCCCCNc1nc2sc3c(c2c(=O)n1-c1cccc(Cl)c1)CCN(C)C3 | 1.9% | -3% | -2% | 15% | 1% | -17% | . | 2% | .
Cc1cccc(OCCNC(=S)NC(=O)c2cccnc2)c1 | -1.3% | 0% | 1% | 9% | -10% | -1% | -2.7% | 6% | -0.2%
O=C(c1cccc([N+](=O)[O-])c1)N1CCN(c2ncccn2)CC1 | -0.5% | -7% | -5% | 6% | 22% | -9% | . | 1% | 1.3%
CN(Cc1ccccc1)c1ccc(S(=O)(=O)N2CCOCC2)cn1 | 4.0% | -8% | -5% | 0% | 0% | 7% | -4.4% | 11% | 4.1%
COc1ccc(S(=O)(=O)N2CCC(C(=O)N3CCOCC3)CC2)cc1 | -0.5% | -6% | -4% | 5% | 8% | -3% | -0.6% | 6% | 0.2%
CCN(Cc1ccccc1)C(=O)c1ccc(C(=O)N(CC)Cc2ccccc2)cc1 | 2.6% | -6% | 1% | 9% | 2% | -2% | . | 3% | 4.7%
C=CCOC(=O)C(=O)/C=C/c1c(C)n(C)n(-c2ccccc2)c1=O | 2.5% | -5% | 4% | -3% | -1% | -3% | -4.0% | 1% | 0.1%
Cc1ccc(-c2n[nH]c(=O)c3ccccc23)cc1S(=O)(=O)NCC1CCCO1 (configuration not stated) | 3.3% | -7% | -6% | 11% | 10% | 0% | . | 4% | 2.8%
CCc1ccc(-c2csc(NC(=O)C3CCCO3)c2C(=O)OC(C)C)cc1 (configuration not stated) | -2.6% | 1% | 2% | -1% | 22% | -11% | 0.5% | -2% | 7.9%
CCOc1ccccc1NC(=O)Cn1c(=O)c2ccccc2n(CC)c1=O | -1.8% | -2% | 4% | 2% | 7% | 2% | -8.1% | 6% | 0.8%
Cc1nc(C(=O)N2CCCC(C(=O)c3ccc(Cl)cc3)C2)cs1 (configuration not stated) | -1.0% | -7% | 5% | 14% | 6% | -2% | . | 10% | -0.2%
CC1=C(C(=O)OC2CCCCC2)C(c2ccc(C)o2)C2=C(CC(C)(C)CC2=O)N1 (configuration not stated) | 0.5% | 3% | 2% | 11% | 6% | -9% | -3.7% | -1% | 0.3%
COc1cccc(CN2CCN(S(=O)(=O)c3ccc(NC(C)=O)cc3)CC2)c1OC | 1.3% | 1% | 8% | 2% | 5% | -2% | -1.5% | ? | 1.7%
Cc1cccc(CN2CCN(Cc3nc4c(s3)CCCC4)CC2CCO)n1 (configuration not stated) | 1.1% | -5% | -3% | 5% | 16% | -7% | -7.1% | 3% | 0.6%
COc1ccc(NC(=O)C2(c3ccccc3)CCCC2)cc1 | 0.5% | -3% | 4% | 0% | -22% | -14% | -4.4% | -3% | -2.2%
Clc1ccc(NCc2nnc3n2CCCCC3)cc1 | 0.1% | -5% | 2% | 7% | 0% | 4% | -4.8% | 11% | 2.0%
Cc1ccc(NC(=O)Cn2cc(C(F)(F)F)cc(Cl)c2=O)cc1S(=O)(=O)N1CCCCC1 | . | . | . | 2% | . | -1% | . | 3% | 6.9%
CCCCC(CC)CN1C(=O)/C(=C/c2ccncc2)SC1=S (configuration not stated) | -2.1% | 2% | 1% | 1% | -5% | -12% | -9.2% | 4% | ?
COC(=O)c1ccccc1NC=C1C(=O)OC2(CCCCC2)OC1=O | -3.3% | 3% | 4% | 19% | 6% | -5% | -7.4% | 6% | 1.1%
COCCN(C(=O)COC(=O)c1c(NC(C)=O)sc(C)c1C)c1c(N)n(Cc2ccccc2)c(=O)[nH]c1=O | . | . | . | -1% | . | 7% | . | 4% | -2.3%
C[C@@H](NC(=O)/C(C#N)=C/c1ccc(O)c(O)c1)c1ccccc1 | . | . | . | 7.3µM* | . | 0% | . | ? | -1.5%
CCC(C)NCCCCOc1ccc(C)cc1[N+](=O)[O-] (configuration not stated) | 0.7% | -10% | 5% | 0% | 3% | -7% | -3.0% | 29% | -1.5%
Cc1cc(F)c(F)c(C(=O)N2CCC(C)CC2)c1Cl | 0.8% | -15% | 15% | 29% | 5% | -5% | -7.5% | 11% | 7.2%

A portion from the list above:
SMILES | HIV fusion peptide | LYP inhibition | SIAH1 antagonists | Large T inhibition | AID2073 | Dengue-2 NS5 capping | XIAP displacement | MgcRacGAP inhibition | RSV CPE inhibition | others
Cc1ccc(CNC(=O)COC(=O)CSc2cc(C)c(Br)cc2C)cc1 | 0.3% | 3% | 2% | -1% | 9% | 1% | -0.8% | 6% | 3.1%
CCOC(=O)c1ccc(N2CCN(C(=O)c3ccccc3)CC2)c(NC(=O)c2ccco2)c1 | 1.8% | -4% | 3% | 10% | -7% | -8% | . | -7% | 0.1%

(further entries)
SMILES | HIV fusion peptide | LYP inhibition | SIAH1 antagonists | Large T inhibition | AID2073 | Dengue-2 NS5 capping | XIAP displacement | MgcRacGAP inhibition | RSV CPE inhibition | others
Cc1cccc(NC(=O)c2nc[nH]c2C(=O)N[C@@H](CC(C)C)C(=O)OCc2ccccc2)c1 | 0.8% | 13% | 4% | 10% | 15% | -4% | . | 6% | -2.8%
COc1ccc(N/C=C(\C=C\C#N)S(=O)(=O)c2ccccc2)cc1 | -0.3% | -10% | -3% | -1% | 30% | -5% | . | 6% | -0.6%
CCN1CCN(CC(O)COc2ccc(Cl)cc2)CC1 (configuration not stated) | -1.2% | -7% | -3% | 7% | -9% | -1% | -22% | 6% | -0.6%
Cc1onc(-c2c(F)cccc2Cl)c1C(=O)NC(=S)NCc1cccnc1 | -2.0% | -1% | 7% | 6% | -3% | -3% | 0.7% | 13% | 2.2%
CCOC(=O)c1c(NC(=O)CNCC(O)CO)sc(C)c1C (configuration not stated) | 0.9% | -5% | 6% | 1% | -3% | 1% | -2.0% | 5% | 1.2%
Cc1ccc(C(=O)N/N=C/c2ccc(-c3ccccc3[N+](=O)[O-])o2)cn1 | 9.9% | -7% | -6% | 15% | 21% | 11% | -7.9% | 11% | 5.3%
Cc1cc(C(F)F)n2ncc(C(=O)NCc3ccccc3C(F)(F)F)c2n1 | -0.7% | -1% | 5% | 5% | 5% | 7% | -8.7% | 11% | .
CN(C)C1(CNC(=O)C2CCN(S(=O)(=O)c3ccccc3C(F)(F)F)CC2)CCCCC1 | 0.6% | -10% | 8% | 13% | 5% | -8% | . | 5% | 0.5%
COc1ccc(-c2oc3ccccc3c2C(=O)OCc2ccc(O)cc2)cc1 | 1.8% | -19% | -1% | 14% | 18% | 0% | . | -10% | 1.9%
